aSyn yeast rescue: qHTS of alpha-syn Inhibitors: NCGC Sytravon Library Screen. AID 1347070, 2019. Potency, µM (top dose mostly 46.1 µM), inactives show at the highest dose growth rescue (activation), most hits filed as activators. S. cerevisiae alpha-synuclein toxicity rescue, BacTiter-Glo growth, 24 h. 94,000 tested, 0.02% active; active means well fitted activation curve with a large enough effect; inconclusive means small, poorly fitted or top-dose-only effect; further: 0% is about no effect
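Growth restoration measured by BacTiter-Glo luminescence after 24 hr at 30 deg C; alpha-synuclein yeast, raffinose-pregrown to mid-log, were added at OD600=0.02 in galactose medium onto pinned compounds.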
The depositor's hits bear a star; [ ] = dose if it differs, or a comment. Potency means the concentration at half of the fitted maximal effect.

`COc1cc(C(=S)N2CCOCC2)ccc1OS(=O)(=O)c1ccc(C)cc1` gave aSyn yeast rescue -3.6%.
Screening O=C(NCCCNC(=O)c1c(Cl)cccc1Cl)c1c(Cl)cccc1Cl returned aSyn yeast rescue 7.9%.
For Cc1ccccc1C(=O)NCC(c1cccnc1)N1CCc2ccccc21 (stereo unspecified) the results were aSyn yeast rescue 1.8%.
Cc1ccc(-c2onc(C)c2C)cc1S(=O)(=O)NC1CCCCC1 was read as aSyn yeast rescue inconclusive.
Cc1cc2c(cc1NC(=O)c1ccccc1Cl)n(C)c(=O)c(=O)n2C was read as aSyn yeast rescue 4.3%.
Screening CSc1ccc(CNC(=O)c2ccccc2NC(=O)c2nsc3ccccc23)cc1 returned aSyn yeast rescue -11.4%.
For CCc1ccc(NC(=O)Cn2c(=O)n(-c3cc(OC)c(OC)c(OC)c3)c(=O)c3ccccc32)cc1 the results were aSyn yeast rescue 3.1%.
For CCN(CC)C(=O)C1=C(C)N(Cc2ccccc2)C(=O)C(CC(=O)NCCCN(C)C)C1 (stereo unspecified) the results were aSyn yeast rescue 2.3%.
COc1ccc(Br)cc1CNC(=O)c1cnc2sc(N3CCCCCC3)nn2c1=O was read as aSyn yeast rescue 1.9%.
CC(C)(C)c1ccc(C(=O)NCC(c2ccc(Cl)cc2)N2CCOCC2)cc1 (stereo unspecified) was read as aSyn yeast rescue 6.9%.
For COc1ccc(CCNc2ncnc3c2cnn3-c2ccc(C)c(Cl)c2)cc1 the results were aSyn yeast rescue -6.7%.
CC(Oc1ccccc1C(N)=O)C(=O)Nc1ccc(S(=O)(=O)N2CCCC2)cc1 (stereo unspecified) was read as aSyn yeast rescue 1.8%.
For COc1cc(/C=N/NC(=O)c2ccc(O)cc2)ccc1OCC(=O)N1CC(C)OC(C)C1 (stereo unspecified) the results were aSyn yeast rescue -11.5%.
`COc1cccc(-n2c(SCC(=O)Nc3cccc(C)c3)nc3c([nH]c4ccccc43)c2=O)c1` gave aSyn yeast rescue 6.0%.
For COc1ccc(N(C(C)C(=O)Nc2cccnc2)S(C)(=O)=O)cc1 (stereo unspecified) the results were aSyn yeast rescue 2.1%.
`COCCNC(=O)c1cn(C(C)c2ccccc2F)nn1` (stereo unspecified) gave aSyn yeast rescue 1.3%.
For CCOC(=O)C1(COCc2ccccc2)CCCCC1=O (stereo unspecified) the results were aSyn yeast rescue 8.8%.
For CCOc1cc(C(=O)Nc2ccc(-c3nc4cc(C)ccc4o3)cc2)cc(OCC)c1OCC the results were aSyn yeast rescue 0.5%.
For CCCCNC(=S)Nc1ccc(SC(F)F)cc1 the results were aSyn yeast rescue -12.0%.
Screening O=C1CC(=O)Nc2cc(S(=O)(=O)Nc3ccc(F)cc3Cl)ccc2N1 returned aSyn yeast rescue -4.5%.
Screening CCOc1ccccc1NC(=O)C(C)Sc1cc(-c2ccccc2)nc(C)n1 (stereo unspecified) returned aSyn yeast rescue 0.0%.
Screening CS(=O)(=O)N(Cc1ccccc1)c1ccc(C(=O)Nc2cccc(Cl)c2)cc1 returned aSyn yeast rescue 7.8%.
Screening O=C(Nc1ccc(S(=O)(=O)Nc2ncccn2)cc1)c1cccc(Cl)c1 returned aSyn yeast rescue -3.4%.
Screening CCc1cccc(N2C(=O)CS(=O)(=O)C23C(=O)N(Cc2ccc(F)cc2)c2ccc(C)cc23)c1 (stereo unspecified) returned aSyn yeast rescue -10.3%.
Screening COc1ccc(CC(=O)NCc2nc3cccnc3n2Cc2ccccc2)cc1 returned aSyn yeast rescue 1.1%.
CCCCn1c(-c2ccco2)nc2oc3ccccc3c(=O)c2c1=O was read as aSyn yeast rescue -1.7%.
Cc1cccn2c(=O)c(/C=C(\C#N)c3nc4ccccc4s3)c(Oc3ccc(F)cc3)nc12 was read as aSyn yeast rescue -2.7%.
Screening Cc1ccc(Cl)cc1NS(=O)(=O)c1ccc2c(c1)NC(=O)C(C)C(=O)N2 (stereo unspecified) returned aSyn yeast rescue 2.6%.
Cn1c(SCC(=O)N2CCCC2)nc2c(c1=O)SCC2 was read as aSyn yeast rescue -0.8%.
Screening CC(C)OC(=O)c1c(NC(=O)C2c3ccccc3Oc3ccccc32)sc2c1CCCC2 returned aSyn yeast rescue 2.2%.
CN(C(=O)CSc1cn(CC(=O)N2CCCC2)c2ccccc12)c1ccccc1 was read as aSyn yeast rescue 1.5%.
`O=C(CN1C(=O)C2CCCCC2C1=O)Nc1ccccc1C(=O)O` (stereo unspecified) gave aSyn yeast rescue 4.9%.
O=C(Cn1ncc2c(=O)oc3ccccc3c21)NCc1ccc(Cl)cc1 was read as aSyn yeast rescue 2.3%.
COc1ccccc1CN(Cc1ccco1)c1cnc(S(C)(=O)=O)nc1C(=O)Nc1ccccc1Cl was read as aSyn yeast rescue 5.6%.
Screening Cc1ccc(NC(=O)CSc2nc3ccc(NC(=O)c4cccs4)cc3s2)c(C)c1 returned aSyn yeast rescue 8.7%.
For CCOCCN1CCN(c2c3c(nc4cc(-c5ccc(F)cc5)nn24)CCC3)CC1 the results were aSyn yeast rescue 6.9%.

Structural class: those above containing an aryl thioether with sulfur outside any ring.
Screening CSc1ccc(CNC(=O)c2ccccc2NC(=O)c2nsc3ccccc23)cc1 returned aSyn yeast rescue -11.4%.
`COc1cccc(-n2c(SCC(=O)Nc3cccc(C)c3)nc3c([nH]c4ccccc43)c2=O)c1` gave aSyn yeast rescue 6.0%.
For CCCCNC(=S)Nc1ccc(SC(F)F)cc1 the results were aSyn yeast rescue -12.0%.
Screening CCOc1ccccc1NC(=O)C(C)Sc1cc(-c2ccccc2)nc(C)n1 (stereo unspecified) returned aSyn yeast rescue 0.0%.
Cn1c(SCC(=O)N2CCCC2)nc2c(c1=O)SCC2 was read as aSyn yeast rescue -0.8%.
CN(C(=O)CSc1cn(CC(=O)N2CCCC2)c2ccccc12)c1ccccc1 was read as aSyn yeast rescue 1.5%.
Screening Cc1ccc(NC(=O)CSc2nc3ccc(NC(=O)c4cccs4)cc3s2)c(C)c1 returned aSyn yeast rescue 8.7%.

The results go on:
For CN(C(=O)COC(=O)c1cc([N+](=O)[O-])ccc1N1CCCC1)C1CCS(=O)(=O)C1 (stereo unspecified) the results were aSyn yeast rescue -1.1%.
C[C@@H]1CN([C@H](C)CO)C(=O)c2cc(C#CC3CCCCC3)cnc2O[C@H]1CN(C)Cc1cccnc1 was read as aSyn yeast rescue 8.6%.
For Cc1cc(O)c(C(c2ccccc2Cl)N2CCCCC2)c(=O)n1Cc1ccco1 (stereo unspecified) the results were aSyn yeast rescue 5.6%.
For c1csc(-c2nc(N3CCCCC3)no2)c1 the results were aSyn yeast rescue -9.9%.
Screening O=C(Nc1ccc(F)cc1F)C1CCN(c2ncnc3c2sc2cccc(F)c23)CC1 returned aSyn yeast rescue 3.3%.
For COc1cccc(-c2n[nH]nc2C2=CC(=O)C[C@H](c3ccc(F)cc3)C2)c1 the results were aSyn yeast rescue -5.8%.
CN(C)C(=S)NC(=O)C12CC3CC(C)(CC(C)(C3)C1)C2 was read as aSyn yeast rescue 11.7%.
For O=C(N/N=C1/SCC(=O)N1Cc1ccco1)c1ccccc1F the results were aSyn yeast rescue -6.7%.
For CCn1cc(CN2CCc3c([nH]c4ccccc34)C2c2cccc(O)c2)c(C)n1 (stereo unspecified) the results were aSyn yeast rescue -5.2%.
For C[C@@H]1CN([C@@H](C)CO)C(=O)CCCn2nncc2CO[C@H]1CN(C)C(=O)c1cc(-c2ccccc2)on1 the results were aSyn yeast rescue -10.8%.
Screening CCCOC(=O)c1c(NC(=O)CCCn2nc([N+](=O)[O-])cc2C)sc(C(=O)OC)c1C returned aSyn yeast rescue -2.4%.
For CCOc1ccccc1CNC(=O)C1CCCN(c2nnc(C)c3c(C)n(-c4ccccc4)nc23)C1 (stereo unspecified) the results were aSyn yeast rescue 0.9%.
Cc1ccc(C)c(N2CCN(c3ccc(NC(=O)c4cccs4)cc3C(=O)O)CC2)c1 was read as aSyn yeast rescue 4.4%.
O=C(CSc1nnc(-c2ccncc2)n1-c1ccccc1)Nc1ccc(Br)cc1 was read as aSyn yeast rescue -14.4%.
`CC(=O)N1CCC(N(Cc2ccc(C)o2)C(=O)Nc2cccc(C(F)(F)F)c2)CC1` gave aSyn yeast rescue 5.4%.
Screening CC1CCC2(CC1)NC(=O)N(CC(=O)NCc1ccco1)C2=O (stereo unspecified) returned aSyn yeast rescue -2.5%.
For COc1ccc(CNC(=O)C2CCN(S(=O)(=O)c3cccc4nonc34)CC2)cc1OC the results were aSyn yeast rescue 2.0%.
`CC(C)C(=O)N1CCN(S(=O)(=O)c2ccc3ccccc3c2)CC1` gave aSyn yeast rescue -14.7%.
For O=C(Cn1c(=O)n(Cc2ccc(C(=O)NCc3ccc4c(c3)OCO4)cc2)c(=O)c2ccccc21)Nc1ccccc1F the results were aSyn yeast rescue -6.3%.
Screening O=C1c2cccnc2C(=O)N1c1cccc([N+](=O)[O-])c1 returned aSyn yeast rescue -8.6%.
Screening Cc1ccc(C(=O)CSc2nc(-c3ccccc3)nc3c2CCCC3)cc1 returned aSyn yeast rescue 1.7%.
Screening CS(=O)(=O)Cc1cc(N2CCCC2)nc(-c2ccccc2)n1 returned aSyn yeast rescue -13.8%.
C=CCn1c(SCc2ccccc2F)nc2cc(C(=O)O)ccc2c1=O was read as aSyn yeast rescue 4.1%.
Cn1nccc1C(=O)NCc1ccc2c(c1)CCN2C(=O)c1ccccc1 was read as aSyn yeast rescue 1.3%.
C[C@H]1CN(c2ccccc2)C(=O)[C@@H]1CC(=O)Nc1ccccc1 was read as aSyn yeast rescue 4.4%.
`Cc1ccc(-c2nnc(Nc3ccc(F)cc3)c3ccccc23)cc1S(=O)(=O)N1CCN(C)CC1` gave aSyn yeast rescue -1.8%.
For Cc1ccc(OCCC(=O)Nc2ccc(S(=O)(=O)Nc3cc(C)nc(C)n3)cc2)cc1 the results were aSyn yeast rescue -1.6%.
`CCCCCCCCNC(=O)c1cccnc1SCC(=O)Nc1ccc(OC)cc1OC` gave aSyn yeast rescue -8.0%.
For COc1ccc(N(CC(=O)Nc2ccc3c(c2)OCCO3)S(=O)(=O)c2cccc(C)c2)cc1 the results were aSyn yeast rescue -43.0%[inhibitor].
For CS(=O)Cc1cc(Oc2ccccc2)nc(-c2ccncc2)n1 (stereo unspecified) the results were aSyn yeast rescue 4.3%.
For O=C(c1cccc(Cl)c1)N1CCN(CCc2ccccn2)CC1 the results were aSyn yeast rescue -1.5%.
Cc1ccc(C)c(CN2C(=O)c3ccccc3S(=O)c3ccc(C(=O)NCc4ccccc4)cc32)c1 (stereo unspecified) was read as aSyn yeast rescue -1.5%.
`Cc1ccccc1NC(=O)CSC1=Nc2ccccc2C2=NC(Cc3ccccc3)C(=O)N12` (stereo unspecified) gave aSyn yeast rescue 1.5%.
Screening Cc1cc(NC(=O)C(C)SCC(=O)Nc2ccc(C(=O)OC(C)C)cc2)no1 (stereo unspecified) returned aSyn yeast rescue 6.7%.
COc1ccc(OC)c(NC(=O)CSc2nccn2-c2cc(C)cc(C)c2)c1 was read as aSyn yeast rescue -3.6%.
CCn1c(O)c(/C=N/N=C/c2ccc(OC)cc2)c2cc(C3=NNC(=O)CC3)ccc21 was read as aSyn yeast rescue 0.1%.
CN1CCN(S(=O)(=O)c2cccc3nsnc23)CC1 was read as aSyn yeast rescue 2.9%.
Cc1ccc(NS(=O)(=O)c2ccc3c(c2)CCCN3C(=O)C2CCC2)c(C)c1 was read as aSyn yeast rescue inconclusive.
Screening CCN(C(=O)COC(=O)C1CCN(S(=O)(=O)c2ccc3c(c2)OCCO3)CC1)C1CCCCC1 returned aSyn yeast rescue 3.3%.
`N/C(CC(=O)Nc1cc(C(F)(F)F)ccc1Cl)=N\O` gave aSyn yeast rescue -9.4%.
N#Cc1cccc(NC(=O)C2CCN(c3cnccn3)CC2)c1 was read as aSyn yeast rescue -3.5%.
Screening Cc1ccc[n+](-c2nc3ccccc3nc2[N-]S(=O)(=O)c2ccccc2)c1 returned aSyn yeast rescue 3.9%.
COc1cccc(-c2ccc3c(N)c(C(=O)Nc4ccc(Cl)cc4F)sc3n2)c1 was read as aSyn yeast rescue 5.4%.
Cc1ccc2c(=O)c(C(=O)c3ccc(F)cc3)cn(CC(=O)NC3CCCCC3)c2n1 was read as aSyn yeast rescue -4.6%.
For Cc1cc(C)cc(NC(=O)Cn2c(=O)n(Cc3ccc4c(c3)OCO4)c(=O)c3oc4ccccc4c32)c1 the results were aSyn yeast rescue -13.7%.
For CN(C)n1cccc1/C=C(\C#N)S(=O)(=O)c1ccc(Cl)cc1 the results were aSyn yeast rescue 9.3%.
CC1=C(C(=O)OC2CCCC2)C(c2ccccc2C(F)(F)F)CC(=O)N1 (stereo unspecified) was read as aSyn yeast rescue 17.1%.
Cc1nn(CCC(=O)Nc2cc(F)ccc2F)c(=O)c2nn(-c3ccccc3)c(C)c12 was read as aSyn yeast rescue 1.8%.
CCn1c(=N)c(C(=O)NCC2CCCO2)cc2c(=O)n3cc(C)ccc3nc21 (stereo unspecified) was read as aSyn yeast rescue -3.5%.
`CCN1C(=O)C(c2ccc(O)cc2)(c2ccc(O)cc2)c2ccccc21` gave aSyn yeast rescue 4.8%.
Screening O=C(NCc1ccco1)c1cccc(NS(=O)(=O)c2ccccc2F)c1 returned aSyn yeast rescue -1.0%.
CC(=O)c1cccc(NC(=O)C2CCN(c3ncnc4c3nc3n4CCCCC3)CC2)c1 was read as aSyn yeast rescue 19.3%.
CCOC(=O)C1CCN(C(=O)C2(NC(=O)Nc3ccc(F)cc3F)CCCCC2)CC1 was read as aSyn yeast rescue -7.1%.
Screening Nn1c(SCc2ccccc2)nnc1C1CCCCC1 returned aSyn yeast rescue 0.2%.

From PubChem BioAssay

An excerpt; the hit share may differ from the screen's.
